TRPC4 act – activators of mouse TRPC4 channel, primary screen, Fluo4 calcium, HEK293 TRPC4beta/mu-opioid cells | hit rate 0.49% among 310,000 | Fluo4 calcium fluorescence; stronger effect = higher value | Short transient receptor potential channel 4 (Mus musculus), Q9QUQ5 | AID 2237, 2010 | B-score at 10 µM;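 active means B-score above 5 SD of library B-scores, and initial fluorescence ratio not above library mean plus 5 SD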;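 further: positive B-score marks a calcium rise read as TRPC4 activation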
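Assay system – TRPC4beta and mu-opioid receptor HEK293 stable cells · Measured by – Fluo4 fluorescence, kinetic · Schedule – dye loading 45 min room temperature, 110 s kinetic read · Read-out – B-scored integrated calcium fluorescence ratio · Controls – buffer and maximal DAMGO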
TRPC6 inh – mouse TRPC6 channel inhibitors, primary screen, cell-based, HEK293, membrane potential dye | Short transient receptor potential channel 6 (Mus musculus), Q61143 | ACh-evoked depolarization; stronger effect = lower value | B-score at 10 µM | hit rate 1.1% among 310,000 | AID 2553, 2010;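 active means B-score under library mean minus 3 SD, initial fluorescence not abnormally high, positive integrated signal ratio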;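 further: B-score derived from integrated fluorescence ratio over the kinetic read; more negative B-score means stronger inhibition of depolarization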
Target sequence (Q61143 whole entry, looked up): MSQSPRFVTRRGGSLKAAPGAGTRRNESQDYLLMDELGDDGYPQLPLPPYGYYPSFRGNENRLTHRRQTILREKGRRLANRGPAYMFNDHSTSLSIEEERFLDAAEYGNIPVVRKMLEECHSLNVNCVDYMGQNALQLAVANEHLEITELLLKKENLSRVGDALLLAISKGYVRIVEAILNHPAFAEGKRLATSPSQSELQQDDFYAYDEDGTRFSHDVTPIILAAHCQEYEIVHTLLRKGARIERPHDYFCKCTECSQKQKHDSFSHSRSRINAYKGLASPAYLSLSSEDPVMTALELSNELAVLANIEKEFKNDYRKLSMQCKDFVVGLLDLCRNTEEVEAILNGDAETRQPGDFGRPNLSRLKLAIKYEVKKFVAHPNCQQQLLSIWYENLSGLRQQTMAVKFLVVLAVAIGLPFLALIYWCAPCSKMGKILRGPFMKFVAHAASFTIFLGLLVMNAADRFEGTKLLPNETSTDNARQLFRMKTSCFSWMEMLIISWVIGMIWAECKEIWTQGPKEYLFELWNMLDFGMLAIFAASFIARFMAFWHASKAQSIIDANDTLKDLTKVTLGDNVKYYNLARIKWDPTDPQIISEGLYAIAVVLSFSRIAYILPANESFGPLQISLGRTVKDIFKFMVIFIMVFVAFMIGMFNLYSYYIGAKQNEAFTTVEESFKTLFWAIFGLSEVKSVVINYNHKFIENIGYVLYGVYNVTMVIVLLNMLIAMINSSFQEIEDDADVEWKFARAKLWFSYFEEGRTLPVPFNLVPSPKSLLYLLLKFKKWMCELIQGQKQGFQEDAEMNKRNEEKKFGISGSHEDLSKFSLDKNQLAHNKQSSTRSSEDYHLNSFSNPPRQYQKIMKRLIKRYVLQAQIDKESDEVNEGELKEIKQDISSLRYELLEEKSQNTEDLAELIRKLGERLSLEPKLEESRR
ANO1 block – TMEM16A chloride channel inhibitors, primary screen, cell-based, HTS; HEK293 TMEM16A/YFP iodide influx fluorescence, ionomycin; normalized B-score (activity score, 25-100; higher = stronger inhibition) at 10 µM; hit rate 1.2% among 310,000; AID 588511, 2011;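 active means ratio plate-corrected score three or more library SD toward inhibition, starting fluorescence score within five deviations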;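 further: score derived from kinetic fluorescence span divided by baseline fluorescence per well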
TRPC4 PAM – positive allosteric modulators of TRPC4, primary screen, cell-based, mouse TRPC4beta, HEK293 mu-opioid, Fluo-4 calcium; B-score at 10 µM; DAMGO EC20, Fluo-4 Ca2+ flux; stronger effect = higher value; Short transient receptor potential channel 4 (Mus musculus), Q9QUQ5; AID 2227, 2009; hit rate 0.42% among 310,000;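 active means B-score of calcium response area above 5 SD of library B-scores, with initial fluorescence ratio within 5 SD of library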;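 further: B-score of integrated fluorescence ratio over time as area under calcium response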
MrgX1 allo act – positive allosteric modulators of MrgX1, primary screen, HEK293 cells, Fluo-4 calcium flux; Mas-related G-protein coupled receptor member X1 (Homo sapiens), Q96LB2; FDSS; stronger effect = higher value; B-score at 10 µM; hit rate 0.63% among 310,000;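 active means plate-corrected calcium response at least 3 library SD above typical, normal starting fluorescence, not activating the receptor alone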;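 further: compound read alongside a low EC10 to EC30 dose of BAM8-22 agonist; peak minus trough fluorescence over baseline measured at the second addition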
TRPC6 act – mouse TRPC6 channel activators, primary screen, cell-based, HEK293, membrane potential dye | B-score at 10 µM | hit rate 0.13% among 310,000 | HEK293-TRPC6 membrane potential dye fluorescence; stronger effect = higher value | Short transient receptor potential channel 6 (Mus musculus), Q61143;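 active means B-score of the integrated fluorescence ratio above library mean plus 3 SD, and starting fluorescence ratio within library mean plus 5 SD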;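 further: higher score means more depolarization so channel activation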
TRPC4 inh – inhibitors of mouse TRPC4 channel, primary screen, Fluo4 calcium, HEK293 TRPC4beta/mu-opioid cells. Short transient receptor potential channel 4 (Mus musculus), Q9QUQ5. hit rate 0.39% among 300,000. B-score at 10 µM. AID 2247, 2010. DAMGO-evoked Fluo4 calcium flux; stronger effect = lower value;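 active means B-score over 3 SD under the library average, no early fluorescence shift, positive overall ratio signal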
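Material: HEK293 cells with stable TRPC4beta plus mu-opioid receptor expression; probe or stimulus: DAMGO in two steps, submaximal then maximal; technique: Fluo4 calcium fluorescence by kinetic imaging, 5 s 1 Hz baseline; measure: integrated fluorescence ratio relative to baseline, converted to per-well B score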
MrgX1 agonist – agonists of human MrgX1 receptor, primary screen, HEK293 cells, Fluo-4 calcium flux. B-score at 10 µM. Mas-related G-protein coupled receptor member X1 (Homo sapiens), Q96LB2. hit rate 0.44% among 310,000. Fluo-4 calcium fluorescence, agonist mode; stronger effect = higher value;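 active means calcium response B-score plate-corrected fluorescence ratio at least 3 library SD, with starting fluorescence B-score inside 5 SD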
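Material: MrgX1-expressing HEK293 cells; input: 15,000 cells per well; doses: test compound given as first of three sequential additions; schedule: overnight plating before 1 h dye loading; technique: Fluo-4 NW calcium-flux fluorescence, kinetic read; evaluation: baseline-normalised fluorescence change ratio, B-scored; control set: plate-wise positive and negative controls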
RGS4 block – RGS4 inhibitors, primary screen, cell-based, HEK293 M3R inducible RGS4, calcium flux; B-score at 10 µM; hit rate 0.45% among 310,000; Fluo-4 calcium flux; stronger effect = higher value; triggered by carbachol at its EC20; Regulator of G-protein signaling 4 (Homo sapiens), P49798; AID 463165, 2010;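 active means B-score, a plate-corrected calcium signal, over three deviations above library mean, with baseline fluorescence within five deviations of library mean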;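 further: RGS4 expression induced by doxycycline in cells with stable M3 receptor; B-score is computed from the integrated fluorescence ratio over baseline after carbachol; higher B-score means a larger calcium signal and so more RGS4 inhibition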
Target sequence (P49798 whole entry, looked up): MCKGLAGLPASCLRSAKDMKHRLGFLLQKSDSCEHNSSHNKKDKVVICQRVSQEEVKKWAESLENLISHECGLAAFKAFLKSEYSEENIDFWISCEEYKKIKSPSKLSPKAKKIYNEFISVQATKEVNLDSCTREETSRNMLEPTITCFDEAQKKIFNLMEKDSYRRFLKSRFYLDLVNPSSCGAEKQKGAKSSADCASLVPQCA
MrgX1 antag – antagonists of human MrgX1 receptor, primary screen, HEK293 cells, Fluo-4 calcium flux; hit rate 1.3% among 310,000; B-score at 10 µM; BAM8-22 antagonism; stronger effect = lower value; AID 588676, 2011;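 active means calcium-response B-score plate-corrected more than 3 library SD below zero, starting fluorescence within 5 deviations, no agonist response on first addition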;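 further: peak minus trough fluorescence over baseline after final BAM8-22 challenge near maximal dose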
ANO1 activ – TMEM16A chloride channel activators or potentiators, primary screen, cell-based, HTS | HEK293 TMEM16A/YFP-H148Q/I152L, iodide quench fluorescence; stronger effect = lower value | B-score at 10 µM | AID 623877, 2012 | Anoctamin-1 (Mus musculus), Q8BHY3 | hit rate 0.3% among 340,000;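 active means fluorescence-ratio B-score plate-corrected deviation score at least 3 library SD below zero, with starting fluorescence score within 5 deviations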;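 further: channel opened by trigger with iodide after compound preincubation; score built on the fluorescence ratio of max minus min over baseline; more negative score means more quench and so TMEM16A activation or potentiation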
Numbers without * were called inactive.

For CC(Oc1ccc(F)cc1)C(=O)Nc1cc(S(=O)(=O)N2CCCCC2)ccc1N1CCOCC1 (stereo not given) the results were TRPC4 act inactive, TRPC6 inh inactive, ANO1 block inactive, TRPC4 PAM inactive, MrgX1 allo act inactive, TRPC6 act inactive, TRPC4 inh inactive, MrgX1 agonist inactive, RGS4 block inactive, MrgX1 antag inactive and ANO1 activ inactive.
`CC(C)(C)C(=O)Nc1nnc(Cc2ccccc2)s1` gave TRPC4 act inactive, TRPC6 inh inactive, ANO1 block inactive, TRPC4 PAM inactive, MrgX1 allo act inactive, TRPC6 act inactive, TRPC4 inh inactive, MrgX1 agonist inactive, RGS4 block inactive, MrgX1 antag inactive and ANO1 activ inactive.
For CC1CCCN(C(=O)COC(=O)c2cccc(NS(=O)(=O)c3ccccc3)c2)C1 (stereo not given) the results were TRPC4 act inactive, TRPC6 inh inactive, ANO1 block inactive, TRPC4 PAM inactive, MrgX1 allo act inactive, TRPC6 act inactive, TRPC4 inh inactive, MrgX1 agonist inactive, RGS4 block inactive, MrgX1 antag inactive and ANO1 activ inactive.
O=C(NCC(c1ccco1)N1CCc2ccccc2C1)c1ccccc1Cl (stereo not given) was read as TRPC4 act inactive, TRPC6 inh inactive, ANO1 block inactive, TRPC4 PAM inactive, MrgX1 allo act inactive, TRPC6 act inactive, TRPC4 inh inactive, MrgX1 agonist inactive, RGS4 block inactive, MrgX1 antag inactive and ANO1 activ inactive.
Oc1c(Cl)cc(Cl)cc1/C=N/c1nccs1 was read as TRPC4 act inactive, TRPC6 inh inactive, ANO1 block inactive, TRPC4 PAM inactive, MrgX1 allo act inactive, TRPC6 act inactive, TRPC4 inh inactive, MrgX1 agonist inactive, RGS4 block inactive, MrgX1 antag inactive and ANO1 activ inactive.
O=C(O)/C=C/C(=O)Nc1ccccc1C(=O)Nc1ccccc1 was read as TRPC4 act inactive, TRPC6 inh inactive, ANO1 block inactive, TRPC4 PAM inactive, MrgX1 allo act inactive, TRPC6 act inactive, TRPC4 inh inactive, MrgX1 agonist inactive, RGS4 block inactive, MrgX1 antag inactive and ANO1 activ inactive.
`COc1ccc(CC(=O)OCC(=O)N2CCCc3ccccc32)cc1` gave TRPC4 act inactive, TRPC6 inh inactive, ANO1 block inactive, TRPC4 PAM inactive, MrgX1 allo act inactive, TRPC6 act inactive, TRPC4 inh inactive, MrgX1 agonist inactive, RGS4 block inactive, MrgX1 antag inactive and ANO1 activ inactive.
For COc1ccccc1NC(=O)NCCN1CCN(C(=O)Nc2ccccc2OC)CC1 the results were TRPC4 act inactive, TRPC6 inh inactive, ANO1 block inactive, TRPC4 PAM inactive, MrgX1 allo act inactive, TRPC6 act inactive, TRPC4 inh inactive, MrgX1 agonist inactive, RGS4 block inactive, MrgX1 antag inactive and ANO1 activ inactive.
CCn1c(NCc2cc(OC)ccc2OC)nc2ccccc21 was read as TRPC4 act inactive, TRPC6 inh inactive, ANO1 block inactive, TRPC4 PAM inactive, MrgX1 allo act inactive, TRPC6 act inactive, TRPC4 inh inactive, MrgX1 agonist inactive, RGS4 block inactive, MrgX1 antag inactive and ANO1 activ inactive.
For O=C(CSc1nnc(-c2ccc(S(=O)(=O)N3CCCC3)cc2)o1)NCc1ccccc1 the results were TRPC4 act inactive, TRPC6 inh inactive, ANO1 block inactive, TRPC4 PAM inactive, MrgX1 allo act inactive, TRPC6 act inactive, TRPC4 inh inactive, MrgX1 agonist inactive, RGS4 block inactive, MrgX1 antag inactive and ANO1 activ inactive.
`CCc1cc2c(COC(=O)c3c(C)noc3C)cc(=O)oc2cc1O` gave TRPC4 act inactive, TRPC6 inh inactive, ANO1 block inactive, TRPC4 PAM inactive, MrgX1 allo act inactive, TRPC6 act inactive, TRPC4 inh inactive, MrgX1 agonist inactive, RGS4 block inactive, MrgX1 antag inactive and ANO1 activ inactive.
Screening COC(=O)C(NC(=O)c1ccc(C)cc1)(Nc1cccc(C)n1)C(F)(F)F (stereo not given) returned TRPC4 act inactive, TRPC6 inh -7.2*, ANO1 block inactive, TRPC4 PAM inactive, MrgX1 allo act inactive, TRPC6 act inactive, TRPC4 inh inactive, MrgX1 agonist inactive, RGS4 block inactive, MrgX1 antag inactive and ANO1 activ inactive.
Screening COc1ccc(-c2cc(C(=O)N/N=C/c3ccc(OC)c(COCC(F)(F)C(F)F)c3)c3ccccc3n2)c(OC)c1 returned TRPC4 act inactive, TRPC6 inh inactive, ANO1 block inactive, TRPC4 PAM inactive, MrgX1 allo act inactive, TRPC6 act inactive, TRPC4 inh inactive, MrgX1 agonist inactive, RGS4 block inactive, MrgX1 antag inactive and ANO1 activ inactive.
`O=C1CSC(c2ccccn2)N1c1cccc(Cl)c1` (stereo not given) gave TRPC4 act inactive, TRPC6 inh inactive, ANO1 block inactive, TRPC4 PAM inactive, MrgX1 allo act inactive, TRPC6 act inactive, TRPC4 inh inactive, MrgX1 agonist inactive, RGS4 block inactive, MrgX1 antag inactive and ANO1 activ inactive.
`O=C1C2C3CC(C(Br)C3Br)C2C(=O)N1c1nccs1` (stereo not given) gave TRPC4 act inactive, TRPC6 inh inactive, ANO1 block inactive, TRPC4 PAM inactive, MrgX1 allo act inactive, TRPC6 act inactive, TRPC4 inh inactive, MrgX1 agonist inactive, RGS4 block inactive, MrgX1 antag inactive and ANO1 activ inactive.
For CCSc1nnc(-c2ccc(Cl)cc2)c2ccccc12 the results were TRPC4 act inactive, TRPC6 inh inactive, ANO1 block inactive, TRPC4 PAM inactive, MrgX1 allo act inactive, TRPC6 act inactive, TRPC4 inh inactive, MrgX1 agonist inactive, RGS4 block inactive, MrgX1 antag inactive and ANO1 activ inactive.
For COCCCNc1oc(COc2ccc(Cl)cc2Cl)nc1C#N the results were TRPC4 act inactive, TRPC6 inh inactive, ANO1 block inactive, TRPC4 PAM inactive, MrgX1 allo act inactive, TRPC6 act inactive, TRPC4 inh inactive, MrgX1 agonist inactive, RGS4 block inactive, MrgX1 antag inactive and ANO1 activ inactive.
Screening CCn1nc(NC(=O)c2ccco2)c2cc3ccccc3nc21 returned TRPC4 act inactive, TRPC6 inh inactive, ANO1 block inactive, TRPC4 PAM inactive, MrgX1 allo act inactive, TRPC6 act inactive, TRPC4 inh inactive, MrgX1 agonist inactive, RGS4 block inactive, MrgX1 antag inactive and ANO1 activ inactive.
Screening O=C1NC(c2ccccc2)=C(c2nc3ccccc3s2)C(c2ccc(O)cc2)N1 (stereo not given) returned TRPC4 act inactive, TRPC6 inh inactive, ANO1 block inactive, TRPC4 PAM inactive, MrgX1 allo act inactive, TRPC6 act inactive, TRPC4 inh inactive, MrgX1 agonist inactive, RGS4 block 8.6*, MrgX1 antag inactive and ANO1 activ inactive.
Screening CCOc1ccc(Oc2ccc(NC(=O)[C@@H](NC(N)=O)[C@@H](C)CC)cc2)cc1 returned TRPC4 act inactive, TRPC6 inh inactive, ANO1 block inactive, TRPC4 PAM inactive, MrgX1 allo act inactive, TRPC6 act inactive, TRPC4 inh inactive, MrgX1 agonist inactive, RGS4 block inactive, MrgX1 antag inactive and ANO1 activ inactive.
`CC(C(=O)Nc1ccc(S(=O)(=O)N2CCOCC2)cc1)N1C(=O)C2CC=CCC2C1=O` (stereo not given) gave TRPC4 act inactive, TRPC6 inh inactive, ANO1 block inactive, TRPC4 PAM inactive, MrgX1 allo act inactive, TRPC6 act inactive, TRPC4 inh inactive, MrgX1 agonist inactive, RGS4 block inactive, MrgX1 antag inactive and ANO1 activ inactive.
COCCCNc1nc2nonc2nc1N1C[C@H]2CC[C@H]1C2 was read as TRPC4 act inactive, TRPC6 inh inactive, ANO1 block inactive, TRPC4 PAM inactive, MrgX1 allo act inactive, TRPC6 act inactive, TRPC4 inh inactive, MrgX1 agonist inactive, RGS4 block inactive, MrgX1 antag inactive and ANO1 activ inactive.
`O=C(CSc1nc2c([nH]c3ccccc32)c(=O)n1-c1ccccc1)NCC1CCCO1` (stereo not given) gave TRPC4 act inactive, TRPC6 inh inactive, ANO1 block inactive, TRPC4 PAM inactive, MrgX1 allo act inactive, TRPC6 act inactive, TRPC4 inh inactive, MrgX1 agonist inactive, RGS4 block inactive, MrgX1 antag inactive and ANO1 activ inactive.
`COC(=O)c1c(NS(=O)(=O)Cc2ccccc2)sc2c1CCCC2` gave TRPC4 act inactive, TRPC6 inh inactive, ANO1 block inactive, TRPC4 PAM inactive, MrgX1 allo act inactive, TRPC6 act inactive, TRPC4 inh inactive, MrgX1 agonist inactive, RGS4 block inactive, MrgX1 antag inactive and ANO1 activ inactive.
For COc1ccc(S(=O)(=O)Oc2c(OC)cc(C(=S)N3CCOCC3)cc2OC)cc1 the results were TRPC4 act inactive, TRPC6 inh inactive, ANO1 block inactive, TRPC4 PAM inactive, MrgX1 allo act inactive, TRPC6 act inactive, TRPC4 inh inactive, MrgX1 agonist inactive, RGS4 block inactive, MrgX1 antag inactive and ANO1 activ inactive.
For O=C(Nc1ccc(C(=O)N2CCCC2)cc1)c1ccc(F)cc1Cl the results were TRPC4 act inactive, TRPC6 inh inactive, ANO1 block inactive, TRPC4 PAM inactive, MrgX1 allo act inactive, TRPC6 act inactive, TRPC4 inh inactive, MrgX1 agonist inactive, RGS4 block inactive, MrgX1 antag inactive and ANO1 activ inactive.

High-throughput results from PubChem.
